Source: PubChem BioAssay (National Center for Advancing Translational Sciences (NCATS))
NPC1 promoter act = qHTS Assay for NPC1 Promoter Activators; Huh7 NPC1 promoter luciferase reporter, 24 h; actives 2.4% (n = 320,000); Potency, µM (top dose mostly 9.22 µM), for inactives: at the top dose activation, hits mostly activators;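 note: % of control where 0% means no effect; nearly all actives have a fitted effect of over 60% in size; reporter is driven by a mutant NPC1 promoter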
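Stable NPC1-promoter luciferase Huh7 line; cpd (DMSO) 24 h, 37 °C, 5% CO2; Amplite luciferase reagent 10 min RT; luminescence readout. qHTS format.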
MLL CXXC-DNA inh = qHTS Fluorescence Polarization Assay for Inhibitors of MLL CXXC domain - DNA interaction; Histone-lysine N-methyltransferase 2A (Homo sapiens), Q03164; MLL-CXXC / FITC-HOXA9 DNA fluorescence polarization; Potency, µM (series often up to 115 µM), for inactives: at the top dose activity change, negative = inhibition, usual class: inhibitors; actives 0.037% (n = 290,000); AID 2662, 2010; active = well fitted inhibition curve with a large enough effect in the polarisation, with a control signal flat, not every such curve was filed as active; inconclusive = small, poorly fitted or top-dose-only effect, or effect the other way, or a change in a side signal; inactive = no such curve, though single readings can be large or run the other way; the % refers to the polarisation
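Fluorescence polarization: 7 uM MLL-CXXC (stock) preincubated 5 min with compounds, then 50 nM fluorescein-HOX-A9 DNA (stock) added; 30 min ambient. Buffer 50 mM Tris-HCl pH 7.5, 50 mM NaCl, 1 mM DTT, 0.05% BSA.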
p53 reactivator = qHTS assay for re-activators of p53 using a Luc reporter; H1299 p53-A138V BP100-luciferase reporter, luminescence, 24 h; Potency, µM (top dose mostly 92.2 µM), for inactives: at the highest dose activity change, positive = activation, hits mostly activators; actives 0.063% (n = 320,000); AID 504706, 2011; note: % of control where 0% means no effect; nearly all actives have a fitted effect of over 45% in size
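H1299 (p53-null), stable ts p53-A138V + BP100-Luc; 1000 cells/well, Opti-MEM/10% FBS; cpd 4 pt, 1:5; 24 h, 37 deg C, 5% CO2; detection reagent 10 min RT; luminescence.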
uPA generation = qHTS for Inhibitors of Cell Surface uPA Generation | AID 540303, 2011 | Potency, µM (top dose mostly 38.3 µM), without a hit: at the highest dose activity change, negative = inhibition, actives largely listed as inhibitors | cell surface uPA generation assay, qHTS | actives 0.31% (n = 330,000); active = well fitted inhibition curve with a large enough effect; inconclusive = small, poorly fitted or top-dose-only effect; inactive = no such curve, though single readings can be large or run the other way; tested in mouse RAW 264.7 cells; note: % is set by controls: 0 for no effect and ±100 for the full control effect; nearly all actives have a fitted effect of over 55% in size
RORg inh = qHTS for inhibitors of ROR gamma transcriptional activity. Nuclear receptor ROR-gamma (Mus musculus), P51450. Drosophila S2 Gal4-RORgamma UAS-luciferase reporter, 20 h. Potency, µM (top dose mostly 53.6 µM), without a hit: top-dose activity change, negative = inhibition, most hits filed as inhibitors. actives 5.4% (n = 310,000); note: % is set by controls: 0 for no effect and ±100 for the full control effect; nearly all actives have a fitted effect of over 60% in size
Target sequence (P51450 whole entry, looked up, the tested form may be a part): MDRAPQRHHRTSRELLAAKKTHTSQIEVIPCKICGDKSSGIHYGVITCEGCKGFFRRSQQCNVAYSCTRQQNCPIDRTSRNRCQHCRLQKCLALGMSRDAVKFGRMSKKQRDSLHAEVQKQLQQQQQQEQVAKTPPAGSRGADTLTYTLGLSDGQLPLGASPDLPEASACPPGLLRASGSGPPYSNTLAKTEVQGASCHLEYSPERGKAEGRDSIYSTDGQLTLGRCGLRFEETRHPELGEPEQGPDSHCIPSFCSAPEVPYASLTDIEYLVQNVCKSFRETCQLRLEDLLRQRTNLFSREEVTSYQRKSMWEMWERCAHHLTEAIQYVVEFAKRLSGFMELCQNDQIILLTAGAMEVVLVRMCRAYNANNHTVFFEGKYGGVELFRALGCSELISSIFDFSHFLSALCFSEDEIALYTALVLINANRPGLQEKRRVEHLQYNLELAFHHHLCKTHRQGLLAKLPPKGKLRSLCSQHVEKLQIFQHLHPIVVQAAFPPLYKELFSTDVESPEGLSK
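Schneider cells (Drosophila), stable Gal4 DBD–ROR gamma + UAS-luc; 1 hr cmpd preincubation; Cu2+ induction 700 uM final; 20 hr ambient; luminescence.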
ELG1 genotox = qHTS screen for small molecules that induce genotoxicity in human embryonic kidney (HEK293T) cells expressing luciferase-tagged ELG1. HEK293T ELG1-luciferase reporter, luminescence, 16 h. Potency, µM (top dose mostly 46 µM), inactives show at the top dose activity change, positive = activation, hits mostly activators. actives 1.3% (n = 330,000). AID 504466, 2011; note: % of control where 0% means no effect; nearly all actives have a fitted effect of over 60% in size
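Luminescence read-out: rising ELG1-luciferase signal, reflecting elevated ELG1 protein under genetic stress, flags genotoxic compounds. Cells were treated for 16 hr at 37 °C before ONE-Glo detection.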
FLuc modulator = qHTS profiling assay for firefly luciferase inhibitor/activator using purifed enzyme and Km concentrations of substrates (counterscreen for miR-21 project); purified FLuc, Km substrates, luminescence inhibition; Luciferin 4-monooxygenase (Photinus pyralis), P08659; Potency, µM (highest dose often 57.5 µM), without a hit: at the top dose activity change, negative = inhibition, usual class: inhibitors; actives 6.9% (n = 360,000);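 note: plate controls were vehicle for no effect and reference inhibitor for full effect; nearly all actives have a fitted effect of over 55% in size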
Target sequence (P08659 whole entry, looked up): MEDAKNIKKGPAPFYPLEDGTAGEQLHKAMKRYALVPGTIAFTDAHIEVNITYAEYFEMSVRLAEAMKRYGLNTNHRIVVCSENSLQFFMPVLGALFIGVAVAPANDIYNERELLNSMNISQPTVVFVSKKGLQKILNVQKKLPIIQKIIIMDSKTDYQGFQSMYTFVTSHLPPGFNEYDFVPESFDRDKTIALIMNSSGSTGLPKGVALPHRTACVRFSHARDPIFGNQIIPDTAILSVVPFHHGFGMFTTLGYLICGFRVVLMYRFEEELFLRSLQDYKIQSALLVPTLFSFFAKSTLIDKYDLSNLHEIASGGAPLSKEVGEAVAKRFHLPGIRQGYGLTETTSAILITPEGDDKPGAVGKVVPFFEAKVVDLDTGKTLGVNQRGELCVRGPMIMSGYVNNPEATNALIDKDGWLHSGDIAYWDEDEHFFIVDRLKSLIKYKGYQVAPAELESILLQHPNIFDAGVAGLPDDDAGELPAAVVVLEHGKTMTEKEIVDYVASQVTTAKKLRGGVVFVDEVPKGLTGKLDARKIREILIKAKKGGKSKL
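Biochemical qHTS of compounds, final roughly 60 µM downward over six points, against 10 nM purified firefly luciferase using Km concentrations of substrates (10 uM D-luciferin, 10 uM ATP) in Tris acetate pH 7.5 buffer; luminescence output.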
VP16 counter = VP16 counterscreen qHTS for inhibitors of ROR gamma transcriptional activity; Drosophila S2 Gal4-VP16 UAS-luciferase, luminescence, 20 h; Potency, µM (doses to about 53.6 µM), for inactives: at the highest dose activity, negative = inhibition, usual class: inhibitors; actives 3.5% (n = 310,000); AID 2546, 2010;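 note: Gal4-VP16 expression switched on by copper sulfate through the metallothionein promoter; % is set by controls: 0 for no effect and ±100 for the full control effect; nearly all actives have a fitted effect of over 50% in size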
MBNL1-CUG inh = qHTS Assay for Inhibitors of MBNL1-poly(CUG) RNA binding; actives 0.036% (n = 280,000); Muscleblind-like protein 1 (Homo sapiens), Q9NR56; Potency, µM (titrated, usually from 57.5 µM), for the others: at the highest dose activity change, negative = inhibition, most hits filed as inhibitors; TR-FRET MBNL1-His/biotin-(CUG)12 binding, 665/545 ratio; AID 2675, 2010; active = well fitted inhibition curve with a large enough effect in the signal ratio, with a control signal flat, not every such curve was filed as active; inconclusive = small, poorly fitted or top-dose-only effect, or effect the other way, or a change in a side signal; inactive = no such curve, though single readings can be large or run the other way; the % refers to the signal ratio; note: % is set by controls: 0 for no effect and ±100 for the full control effect
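Compound titration spanned 92 nM–58 uM against the MBNL1-His/biotin-(CUG)12 complex. After 60 min at room temperature with 5 nM streptavidin-XL665 and 0.055 ng/ul terbium anti-His, ratiometric 665/545 nm emission (Ex 340 nm) normalized to controls.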
BRCA1 expr act = qHTS Assay to Identify Small Molecule Activators of BRCA1 Expression | MCF7-BRCA1-FFLuc reporter, luminescence, 48 h; response scale: scaled: vehicle 0%, 10 µM genistein 100% | Potency, µM (highest dose often 46.1 µM), for the others: at the top dose activation, most hits filed as activators | actives 1.1% (n = 380,000); note: nearly all actives have a fitted effect of over 80% in size; some results filed as inactive show a strong effect at the top dose
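MCF7-BRCA1-FFLuc, 2000 cells/well; 2 h attach, 37 °C/5% CO2; compound 48 h; luciferase substrate 15 min; luminescence end-point. Norm. to genistein 10 microM max activation and DMSO; concentration-response curves fitted.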
Rab9 promoter act = qHTS Assay for Rab9 Promoter Activators; Huh7 Rab9 promoter-luciferase reporter, luminescence, 24 h; Potency, µM (series often up to 9.22 µM), for inactives: top-dose activation, negative = inhibition, most hits filed as activators; actives 2.8% (n = 320,000); AID 485297, 2010; note: % of control where 0% means no effect; nearly all actives have a fitted effect of over 60% in size
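Promoter activation is measured as luciferase luminescence in Huh7 cells stably transfected with a Rab9 promoter–luciferase construct, following 24 h compound exposure at 37 °C and 10 min reagent incubation at ambient temperature.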
* marks the source's active call; other numbers are inactive results; ? = inconclusive; / = no result given; [ ] = another dose, or the depositor's remark. Unless noted, calls come from the whole dose curve; as a rule, active = well fitted curve in the direction sought with a large enough effect; inconclusive = small, poorly fitted or top-dose-only effect, or another doubt; inactive = no such curve, though single readings can be large; an effect the other way counts as inactive or inconclusive. Potency is the fitted concentration of half-maximal effect.

Results follow in this order: NPC1 promoter act	MLL CXXC-DNA inh	p53 reactivator	uPA generation	RORg inh	ELG1 genotox	FLuc modulator	VP16 counter	MBNL1-CUG inh	BRCA1 expr act	Rab9 promoter act
> CCOC(=O)CCN(Cc1cccs1)S(=O)(=O)c1ccc(F)cc1
 : 0%	-5%	-19%	/	6%	1%	3%	1%	-9%	0%	8%
> CCc1ccc(CN2CCN(S(=O)(=O)Cc3ccccc3)CC2)cc1
 : 0%	5%	-1%	/	5%	-8%	3%	3%	9%	-32%	-7%
> Cc1cc(NS(=O)(=O)c2ccc(NC(=O)COc3ccc(Cl)c(C)c3)cc2)no1
 : -4%	-7%	2%	1%	-29%	4%	-5%	12%	0%	7%	0%
> CN(CC(=O)Nc1cccc(F)c1)C(=O)CSc1ccccc1
 : -3%	/	-7%	0%	/	0%	0%	/	/	-13%	2%
> Cc1ccccc1NCC(=O)N/N=C/c1ccc([N+](=O)[O-])cc1
 : 0%	6%	-2%	-2%	5%	-3%	1%	-24%	?	-22%	0%
> CCc1cccc(C)c1NC(=S)N(CCCN1CCN(C)CC1)Cc1cccs1
 : -1%	16%	2%	0%	-6%	0%	0%	-14%[10 µM]	-4%	-22%	-5%
> O=C(NCC1CCCO1)c1cc2nc(-c3ccco3)cc(C(F)(F)Cl)n2n1 (stereo not drawn)
 : -6%	12%	5%	-3%	-15%	-2%	-2%	7%	16%	0%	-2%
> Cc1ccc(N=Cc2ccc[nH]2)c(O)c1
 : -2%	3%	?	/	-18%[0.365 µM]	?	?	/	11%	36%	-3%
> O=C(c1ccccc1)N1CCCCC(Cl)C1=O (stereo not drawn)
 : 0%	9%	3%	1%	6%	0%	2%	-17%	-6%	24%	1%
> Cc1ccccc1N1CCN(Cc2c(C#N)c3ccccc3n2C)CC1
 : -2%	0%	9%	/	-18%	-6%	1%	0%	4%	1%	2%
> O=C(NC(=S)Nc1cc(S(=O)(=O)N2CCOCC2)ccc1N1CCOCC1)c1ccco1
 : -1%	-2%	7%	/	-41%	-2%	0%	2%	0%	0%	-2%
> CC(C)NS(=O)(=O)c1ccc(OCC(=O)Nc2ccc3c(c2)OCO3)cc1
 : -1%	-1%	-1%	3%	9%	8%	-5%	3%	-6%	13%	11%
> O=C(COc1ccccc1)Nc1ccc(N2CCN(C(=O)c3cccs3)CC2)cc1
 : -3%	-2%	-4%	-2%	2%	-9%	1%	8%	-2%	3%	-2%
> Cc1ccc(NC(=O)CCc2c(C)nn(-c3ccc(N4CCCCC4)nn3)c2C)cc1C
 : ?	14%	?	-4%	21%	12%[9.26 µM]	12µM*	0%	19%	84%	?
> O=S(=O)(Nc1ccc2c3c(cccc13)CC2)c1ccc(F)cc1
 : 0%	-17%	2%	4%	21%	-3%	-7%	6%	-2%	0%	2%
> CC1CC(C)CN(CC(=O)c2c[nH]c3ccccc23)C1 (stereo not drawn)
 : -2%	28%	-7%	2%	0%	-3%	-1%	9%	0%	-23%	-3%
> c1coc(CNc2nc3ccccc3n2CCN2CCOCC2)c1
 : 0%	-3%	0%	1%	13%	0%	1%[2.3 µM]	5%	5%	10%	3%
> NC1=NC2(CCCCC2)N=C(Nc2ccc(Br)cc2)N1
 : -4%	18%	-17%	5%	7%	-7%	4%	-16%	-10%	-80%	-9%
> O=C1CCN(Cc2ccccc2)CCN1[C@H](CSc1ccccc1)Cc1ccccc1
 : -4%	2%	/	0%	35%	0%	5%	2%	-10%	0%	6%
> COc1cccc(C2C(C(=O)c3cccs3)=C(O)C(=O)N2CCN(C)C)c1OC (stereo not drawn)
 : 0%	-5%	1%	0%	2%	0%	1%	-6%	9%	9%	-1%
> CN(CC(=O)Nc1ccccc1Cl)C(=O)COC(=O)C1CC1
 : -3%	/	1%	11%	/	0%	0%	/	/	-10%	-4%
> COc1cc(NC(=O)CCc2nnc3ccc(N4CCCCC4)nn23)cc(OC)c1OC
 : -20%	-7%	-3%	2%	4%	6%	1%	1%	7%	-11%	0%
> CC1(C)CC(=O)C2=C(C1)N(Cc1ccc(F)cc1)C(=O)C2(NC(=O)c1cccnc1)C(F)(F)F (stereo not drawn)
 : -3%	-7%	0%	0%	-13%	0%	4%	-3%	-3%	5%[1.84 µM]	-3%
> O=C(Nc1c(C(=O)N2CCOCC2)cnn1-c1ccccc1)c1ccc([N+](=O)[O-])cc1
 : 1%	9%	8%	3%	-6%	-1%	-2%	2%	?	19%	0%
> CC1=Nc2ccccc2/C1=C/c1sc(=S)n(-c2cccc(C(=O)O)c2)c1O
 : -1%	?	9%	4%	-5%	2%	?	-9%	14%	-13%	0%
> COc1cccc(C(=O)O/N=C(\N)c2ccccn2)c1OC
 : ?	-7%	-8%	?	?	1.8µM*	0.95µM*	-29%	-1%	-7%	0.71µM*
> COc1ccc(CCNC(=S)N(C)C)cc1OC
 : 2%	-4%	-1%	-3%	-12%	2%	-1%	1%	-5%	1%	-5%
> CCCCn1c(N)c(N(CCOC)C(=O)COC(=O)COc2cc(C)c(Cl)cc2C(C)C)c(=O)[nH]c1=O
 : 0%	/	6%	-4%	/	1%	-1%	/	/	-1%	-8%
> CC(=O)Nc1ccc(NC(=O)CSCc2cnn(-c3ccccc3)c2-n2cccc2)cc1
 : -2%	8%	-6%	-1%	7%	-5%	5%	6%	15%	-1%	-2%
> COc1ccc2[nH]c(-c3ccccc3)cc2c1
 : 1.6µM*	-6%	?	-6%	14%	?	6µM*	-4%	21%	3.5µM*	0.89µM*

(further entries)
Results follow in this order: NPC1 promoter act	MLL CXXC-DNA inh	p53 reactivator	uPA generation	RORg inh	ELG1 genotox	FLuc modulator	VP16 counter	MBNL1-CUG inh	BRCA1 expr act	Rab9 promoter act
> CSc1nnc(-c2ccc(Cl)cc2Cl)o1
 : ?	-20%	6%	2%	24%	?	12µM*	-13%	-2%	42%	?
> CC1=Nc2ccccc2/C1=C\c1sc(Nc2ccc(C)cc2)nc1O
 : -6%	66%[activator]	/	-15%	33%	/	?	-13%	9%	-73%	-22%
> Cc1ccc(S(=O)(=O)N(C)C)cc1NC(=O)COC(=O)Cc1ccsc1
 : 0%	/	5%	13%	/	3%	4%	/	/	-5%	-6%
> CC(C)N(CCO)C(=O)C(c1ccccc1)c1ccccc1
 : 4%	-11%	-10%	0%	28%	3%	-10%	-1%	-10%	-8%	-8%
> NC(=O)C1CCCN(C(=O)c2ccc(Cl)c(S(=O)(=O)N3CCc4ccccc43)c2)C1 (stereo not drawn)
 : 3%	/	-8%	-7%	/	-5%	2%	/	/	-37%	-11%
> O=C(O)CC(NC(=O)/C(=C/c1ccccc1)NC(=O)c1ccccc1)c1ccccc1 (stereo not drawn)
 : -3%	-6%	0%	3%	-17%	1%	1%	-8%	-6%	4%	-3%
> CCCN(CCC)S(=O)(=O)c1ccc(C(=O)N2CCC(=O)c3ccccc32)cc1
 : -5%	7%	4%	10%	17%	-18%	4%	-9%	-11%	-32%	0%
> COc1ccc(NC(=O)Cn2c(=O)n(-c3ccc(CC(=O)NCc4ccco4)cc3)c(=O)c3ccccc32)cc1
 : -10%	1%	0%	10%	-16%	?	-3%	4%	12%	-19%	-4%
> CC(NC(=O)CCC(=O)N1CCCCCC1)c1ccccc1 (stereo not drawn)
 : -4%	-3%	/	3%	/	6%	4%	/	5%	-4%	10%
> COc1ccc(C(=O)Cn2c(NCCCO)nc3ccccc32)cc1OC
 : -1%	25%	/	7%	-29%	1%	4%	0%	-3%	2%	-2%
> Cc1ccccc1C(=O)NCCCNC(=O)c1cnccn1
 : -6%	?	0%	0%	-2%	9%	0%	-1%	-4%	-13%	0%
> O=C(Nc1nnc(C2CCCC2)s1)C1CCC1
 : 24%	0%	10%	-7%	41%	18%	-14%	7%	-3%	11µM*	7%
> CC1CCCCC1NC(=O)CCn1ccc2cc(S(=O)(=O)N3CCCC3)ccc21 (stereo not drawn)
 : -2%	-12%	5%	4%	24%	-4%	5%	6%	-2%	-31%	-3%

This is a subset; the hit share may differ from the screen's.
